Bioassay records (PubChem)
hERG WT inh: qHTS for Inhibitors of KCHN2 3.1: Wildtype qHTS | U2OS, BacMam KCNH2, thallium flux FluxOr; active compounds read low | activity change, % at 1.84 µM | 340,000 compounds, 0.37% hits;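 active means maximum activity change below -70%; inconclusive means maximum activity change between -70% and -50%; inactive means maximum activity change above -50%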; further: on the % scale 0 is the no-effect control and ±100 the full control effect
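U2OS cells transduced with wild-type KCNH2 virus are loaded with FluxOr dye for 45 min, and thallium flux is measured in kinetic reads before and after stimulation buffer. Rate constants are normalized to DMSO controls.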
GALK inhibitor: qHTS Assay for Inhibitors of Human Galactokinase (GALK). Potency, µM (highest dose often 57.5 µM), for the others: at the top dose activity change, negative = inhibition, most hits filed as inhibitors. 270,000 compounds, 0.007% hits. Purified GALK, Kinase-Glo residual ATP luminescence; further: potency means the concentration at half of the fitted maximal effect; on the % scale 0 is the no-effect control and ±100 the full control effect
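GALK at 5 nM final was combined with compound, 35 uM ATP and 100 uM galactose in HEPES pH8.0 with MgCl2 and DTT. The reaction ran one hour at room temperature before luminescent ATP detection.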
Coupling enz: qHTS Assay for Inhibitors of Fructose-1,6-bisphosphate Aldolase from Giardia Lamblia: Coupling assay counterscreen; coupling enzyme system counterscreen, AmpLite Red fluorescence; activity change, negative = inhibition, % at 58.2 µM, hits read low; 290,000 compounds, 0.67% hits; AID 2472, 2010; in the data active means activity change below about -30%; further: on the % scale 0 is the no-effect control and ±100 the full control effect
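Final compound at 57.5 uM, incubated 10 min at RT with coupling enzyme reagent (glyceraldehyde-3-phosphate), then 20 min with substrate and AmpLite Red detection. Fluorescence read at 525/598 nm; tests interference with the coupling assay, not aldolase inhibition.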
a7 integrin act: qHTS for Activators of Integrin-Mediated Alleviation for Muscular Dystrophy; alpha7betagal myoblasts, beta-gal FDG fluorescence, 48 h; 350,000 compounds, 0.064% hits; Potency, µM (highest dose often 38.3 µM), for the others: at the top dose activation, actives largely listed as activators; AID 624291, 2012;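 further: potency means the concentration at half of the fitted maximal effect; 100% = response of the positive control SU9516; nearly all actives have a fitted effect of over 60% in size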
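Alpha7betagal+/- myoblasts (passage 13) were plated 16-24 hr, then exposed to compounds (1:260 dilution of DMSO stock) for 48 hours at 37C. After MPER lysis, β-galactosidase reporter activity was read as FDG fluorescence (ex 480/em 540) after 30 minutes.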
CXXC DNA block: qHTS Fluorescence Polarization Assay for Inhibitors of MLL CXXC domain - DNA interaction; MLL-CXXC / FITC-HOXA9 DNA fluorescence polarization; AID 2662, 2010; Potency, µM (series often up to 115 µM), for inactives: top-dose activity change, negative = inhibition, usual class: inhibitors; 290,000 compounds, 0.037% hits; Histone-lysine N-methyltransferase 2A (Homo sapiens), Q03164; active means well fitted inhibition curve with a large enough effect in the polarisation, with a control signal flat, not every such curve was filed as active; inconclusive means small, poorly fitted or top-dose-only effect, or effect the other way, or a change in a side signal; inactive means no such curve, though single readings can be large or run the other way; the % refers to the polarisation; further: potency means the concentration at half of the fitted maximal effect
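Steps: dispense CXXC domain solution (7 uM) → pin compounds or unlabeled HOX-A9 DNA control → 5 min ambient → add FLSN-HOX-A9 solution (50 nM) → spin → 30 min ambient → fluorescence polarization. Tris pH 7.5/NaCl/DTT/BSA buffer.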
A-T KAP1 phos: qHTS Assay for Identifying a Potential Treatment of Ataxia-Telangiectasia; Potency, µM (top dose mostly 57.5 µM), without a hit: top-dose activation, hits mostly activators; AID 485349, 2010; […] A-T fibroblasts, KAP-1 phosphorylation AlphaLISA; neocarzinostatin DNA damage 30 min before lysis; 320,000 compounds, 0.19% hits; further: potency means the concentration at half of the fitted maximal effect; % of control where 0% means no effect; nearly all actives have a fitted effect of over 45% in size
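ATM-like activity read as KAP-1 phosphorylation via AlphaLISA donor/acceptor antibody pairs after lysis and 6 hr at 25C. Cells were ATM-null patient fibroblasts ([…], hTERT), dosed 60 min, then exposed to the DSB inducer NCS for 30 min.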
TRPV1 ag: HTS Assay for Compounds that Act as Agonists of the Vanilloid Receptor 1. AID 540275, 2011. activation, % at 8.33 µM. 320,000 compounds, 0.19% hits. TRPV1-expressing cells, Fluo-8 calcium influx, agonist mode. Transient receptor potential cation channel subfamily V member 1 (Homo sapiens), Q8NER1; in the data active means activation above about 80%; inconclusive means between about 30% and that limit; further: 0% is about no effect
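Cells expressing TRPV1 were dye-loaded with Fluo-8 and read kinetically: 10 s baseline, 3 min after compound (agonist portion), then 2 min after EC20 capsaicin (allosteric enhancer portion). Calcium-bound dye fluorescence at 480/520 nm.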
ASM inhibitor: Inhibitors of Secretory Acid Sphingomyelinase (S-ASM): qHTS; Sphingomyelin phosphodiesterase (Homo sapiens), P17405; placental ASM, HMU-PC fluorogenic substrate, 60 min; Potency, µM (top dose mostly 57.5 µM), for inactives: at the top dose activity change, negative = inhibition, actives largely listed as inhibitors; 340,000 compounds, 0.006% hits; AID 504937, 2011; further: potency means the concentration at half of the fitted maximal effect
Target sequence (P17405 47-631 limits assumed): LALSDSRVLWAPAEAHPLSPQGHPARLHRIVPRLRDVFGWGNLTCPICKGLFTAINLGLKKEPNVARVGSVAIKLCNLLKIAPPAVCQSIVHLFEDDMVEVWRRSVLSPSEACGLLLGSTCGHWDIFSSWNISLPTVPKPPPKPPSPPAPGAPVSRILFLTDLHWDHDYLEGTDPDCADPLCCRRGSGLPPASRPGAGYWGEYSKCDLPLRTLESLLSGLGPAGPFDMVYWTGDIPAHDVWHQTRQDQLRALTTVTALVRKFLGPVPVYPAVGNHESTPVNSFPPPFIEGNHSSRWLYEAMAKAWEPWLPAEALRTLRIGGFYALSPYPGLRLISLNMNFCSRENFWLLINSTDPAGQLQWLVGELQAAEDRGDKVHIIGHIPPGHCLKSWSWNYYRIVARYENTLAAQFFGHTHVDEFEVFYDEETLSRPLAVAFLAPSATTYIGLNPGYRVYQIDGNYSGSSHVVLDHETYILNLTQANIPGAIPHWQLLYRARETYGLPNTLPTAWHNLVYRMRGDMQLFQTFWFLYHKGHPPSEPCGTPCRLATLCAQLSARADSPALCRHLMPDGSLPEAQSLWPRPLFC
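Human placenta-derived ASM preincubated with compound 10 min at room temperature, then reacted with 9 uM (final) fluorogenic HMU-PC substrate for 60 min at 37 C. Stop solution raises pH to 10; fluorescence read at Ex 386/Em 447 nm.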
KCNH2 3.1 block: qHTS for Inhibitors of KCHN2 3.1: Mutant qHTS; Potassium voltage-gated channel subfamily H member 2, brain isoform KCNH2 3.1 (human); U2OS KCNH2 3.1, thallium flux FluxOr; active compounds read low; activity change, % (tested at about 1.8 µM); 340,000 compounds, 0.95% hits;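 active means maximum activity change below -70%; inconclusive means maximum activity change from -70% to -50%; inactive means maximum activity change above -50%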;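 further: thallium influx rate constant from kinetic fluorescence after stimulation buffer; on the % scale 0 is the no-effect control and ±100 the full control effect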
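Kinetic fluorescence (2 min after stimulation buffer) measures Tl+ influx through KCNH2 3.1 expressed by viral transduction in U2OS cells; the rate constant is normalized against DMSO controls serving as positive and negative references.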
MBNL1-CUG inh: qHTS Assay for Inhibitors of MBNL1-poly(CUG) RNA binding; Muscleblind-like protein 1 (Homo sapiens), Q9NR56; TR-FRET MBNL1-His/biotin-(CUG)12 binding, 665/545 ratio; Potency, µM (highest dose often 57.5 µM), inactives show at the highest dose activity change, negative = inhibition, most hits filed as inhibitors; 280,000 compounds, 0.036% hits; AID 2675, 2010; active means well fitted inhibition curve with a large enough effect in the signal ratio, with a control signal flat, not every such curve was filed as active; inconclusive means small, poorly fitted or top-dose-only effect, or effect the other way, or a change in a side signal; inactive means no such curve, though single readings can be large or run the other way; the % refers to the signal ratio; further: potency means the concentration at half of the fitted maximal effect; on the % scale 0 is the no-effect control and ±100 the full control effect
Target sequence (Q9NR56 whole entry, looked up): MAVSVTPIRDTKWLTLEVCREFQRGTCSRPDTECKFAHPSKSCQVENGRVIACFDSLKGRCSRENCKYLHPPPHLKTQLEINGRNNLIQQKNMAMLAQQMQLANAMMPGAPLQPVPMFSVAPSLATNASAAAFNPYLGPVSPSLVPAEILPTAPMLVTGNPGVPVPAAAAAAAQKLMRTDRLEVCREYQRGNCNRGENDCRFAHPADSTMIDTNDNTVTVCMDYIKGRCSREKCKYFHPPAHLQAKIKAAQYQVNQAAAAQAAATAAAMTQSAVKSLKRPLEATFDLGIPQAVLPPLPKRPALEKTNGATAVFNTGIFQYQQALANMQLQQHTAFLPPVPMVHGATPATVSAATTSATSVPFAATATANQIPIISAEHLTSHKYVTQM
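TR-FRET readout: Ex 340 nm, 665/545 nm emission ratio, normalized to buffer-only (basal) and MBNL1-(CUG)12 controls. Complex of MBNL1-His with Biotin-(CUG)12, compounds 92 nM–58 uM, incubated 60 min at room temperature.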
The depositor's hits bear a star; ? = inconclusive; nt = not tested or not shown; [ ] = another dose, or the depositor's remark. Unless noted, the call rests on the fitted dose curve; in most records, active means well fitted curve in the direction sought with a large enough effect; inconclusive means small, poorly fitted or top-dose-only effect, or another doubt; inactive means no such curve, though single readings can be large; an effect the other way counts as inactive or inconclusive. An unsorted share of the library. Share with any hit: about 2%.

entry	canonical_smiles	Coupling enz	A-T KAP1 phos	CXXC DNA block	MBNL1-CUG inh	a7 integrin act	hERG WT inh	ASM inhibitor	TRPV1 ag	GALK inhibitor	KCNH2 3.1 block
1	C=CC[C@@H](CC(=O)OC(C)(C)C)C(=O)OC[C@H]1CCCN1C(=O)[C@@H](CC=C)CC(=O)NCCO	nt	-8%	nt	nt	-24%	-3	5%	nt	nt	6
2	COc1ccc(C(=O)NNC(=S)NC(=O)c2ccc(Br)o2)cc1OC	5	-3%	8%	-2%	-20%	12	-1%	-1	0%	-1
3	COc1cccc(C=Nc2ccccc2C(=O)Nc2ccccc2)c1O	1	-4%	-7%	nt	-7%	-3	28%	4	2%	-4
4	CCSc1nnc(NC(=O)c2cccnc2)s1	-16	9%	4%	3%	12%	4	2%	4	-2%	4
5	CN1CCC(N(C)C(=O)/C(C#N)=C/c2ccc(OC(F)F)cc2)CC1	3	-27%	-26%	-11%	-20%	-2	0%	-1	-3%	10
6	CCCCNC(=O)c1sc(=S)n2c1[nH]c(=O)c1ccccc12	7	-6%	7%	-1%	1%	-10	-9%	12	-2%	21
7	Cc1ccc(-c2noc(CN(C(=O)Cc3ccccc3)C(C)C)n2)cc1	-2	0%	2%	1%	13%	1	-3%	12	-3%	5
8	O=C(CN1CCN(c2ccc(Cl)cc2)CC1)Nc1ccc(F)cc1	-1	-5%	-6%	-1%	12%	67	-6%	?	-1%	-13
9	Cc1ccc(/C(O)=C2\C(=O)C(=O)N(CCN(C)C)C2c2ccccc2F)cc1 (stereo not drawn)	2	10%	-2%	18%	-7%[7.66 µM]	14	0%	-2	8%	7
10	COc1ccc(NC(=O)CSc2cc(C)ccc2C)cn1	2	-11%	-2%	-1%	20%	8	2%	20	-3%	-40
11	COc1ccc(OC)c(CN2CCN(CCc3ccccc3)C(CCO)C2)c1 (stereo not drawn)	3	4%	-1%	1%	0%	20	1%	0	2%	20
12	CSc1cccc(NS(=O)(=O)c2ccc(-c3coc(C)n3)cc2)c1	nt	4%	19%	-4%	-24%	11	-7%	2	5%	-1
13	Cc1cccc(CNc2ncc(-c3cccc([N+](=O)[O-])c3)n2C)c1	2	4%	3%	?	-26%	nt	0%	-3	4%	-40
14	COc1ccc(OCC(=O)N/N=C2\CCc3ccccc32)cc1	1	nt	-3%	-1%	-3%	19	0%	-4	2%	-28
15	COc1ccc(Cn2c(CCC(=O)N3CCN(c4ccccn4)CC3)nc3ncccc3c2=O)cc1	1	1%	6%	7%	41%	9	4%	1	0%	-6
16	CN1CCSc2ccc(C(=O)Nc3cc(F)ccc3F)cc21	-7	19%	-5%	12%	14%	14	349%[activator]	?	0%	5
17	CSc1ccc(C(=S)N2CCN(C)CC2)cc1	-2	-4%	4%	-5%	31%	-6	-1%	8	-1%	-6
18	CCOC(=O)c1c(-c2ccccc2)csc1NC(=O)c1cc2ccccc2oc1=O	-1	-8%	16%	?	-3%	0	-2%	2	-1%	0
19	CCCCCCCN1C2=NCCN2c2ccccc21	4	-4%	-1%	nt	-10%	69	0%	nt	8%	?
20	O=C1CN(S(=O)(=O)c2ccccc2C(F)(F)F)CCN1	1	0%	0%	0%	4%	12	-1%	1	1%	7
21	O=C(NC1CCCCCC1)C1CC(=O)N(c2ccc(Cl)cc2)C1 (stereo not drawn)	0	-2%	-1%	-5%	-10%	-2	-2%	3	14%	5
22	Cc1cccc2c3c([nH]c12)CCNC3	1	-9%	-2%	-3%	-18%	22	3%	3	6%	2
23	Cn1c(Sc2ccccc2Cl)c(C=O)c2ccccc21	5	?	-11%	16%	-22%	12	8%	8	3%	1
24	Cc1cc(N2CCN(C)CC2)nc2ccc(NC(=S)N3CCN(c4ccc(Cl)cc4)CC3)cc12	-28	-6%	-3%	?	-58%[inhibitor]	8	198%[activator]	-9	1%	-46
25	O=C(NCC(c1cccnc1)N1CCN(c2ccccc2)CC1)C1CCCCC1 (stereo not drawn)	5	5%	-2%	-3%	-22%	5	7%	0	1%	10
26	CC12CCC(=O)N1C(C(=O)NNC(=O)c1ccc(Cl)cc1)CS2 (stereo not drawn)	nt	13%	nt	nt	26%	0	-2%	19	nt	-8
27	O=C(O)c1cccc(-n2cccc2/C=N/O)c1	4	0%	7%	2%	19%	0	-5%	-2	-2%	12
28	O=C(Nc1ncc([N+](=O)[O-])s1)C1COc2ccccc2O1 (stereo not drawn)	nt	4%	8%	?	36%	-12	-2%	4	-2%	-20
29	COc1cc(C(=O)OCC(=O)NC2CCCCC2)cc2c1OCCO2	nt	2%	nt	nt	1%	1	8%	3	nt	-4
30	COCc1ccc([C@@H]2C[C@H]3CN(Cc4ccccc4C)C(=O)[C@]34CCCN24)o1	10	-2%	-9%	-8%	1%	4	1%	-1	-1%	6
31	CCN(c1ccccc1)S(=O)(=O)c1ccc2c(c1)OCCO2	nt	8%	nt	nt	12%	-1	2%	nt	nt	-14
32	CCOc1cccc(C(=O)NC(=S)Nc2ccc(N3CCN(CC)CC3)cc2)c1	-2	2%	-2%	-3%	-22%	11	-7%	4	-1%	-35
33	Cc1ccc(NC(=O)CCCNC(=O)c2ccc(Cl)cc2)cc1S(=O)(=O)N1CCOCC1	nt	0%	nt	nt	-5%	0	0%	0	nt	-17
34	O=C(NC(Cc1ccccc1)C(=O)O)/C(=C/c1ccc(F)cc1)NC(=O)c1ccccc1 (stereo not drawn)	2	4%	19%	-4%	-47%[inhibitor]	nt	4%	1	0%	13
35	C=CCc1cc(C=O)cc(OC)c1OCc1ccc(Cl)cc1	nt	16%	-20%	-15%	1%	-3	-13%	2	-1%	-9
36	Cc1ccc(N/C=C(\C2OC(=O)c3ccccc32)[N+](=O)[O-])c(C)c1 (stereo not drawn)	-5	1%	-1%	?	0%	-4	-4%	15	-2%	-20
37	Nc1ccnn1Cc1cccnc1	5	1%	-2%	-2%	2%	-13	3%	1	-2%	-3
38	CCOc1ccc(S(=O)(=O)N2CCCC(C(=O)NCc3ccccc3)C2)cc1 (stereo not drawn)	6	0%	?	1%	-5%	-3	-2%	2	6%	-10
39	COc1ccc(C2OC3=C(Nc4cc(C)c(C)cc4N3)C2=O)cc1 (stereo not drawn)	1	5%	1%	0%	-2%	-12	1%	?	2%	-7
40	COc1ccc(-c2c(C#CC(C)(C)O)c3ccccc3n2C)cc1	nt	5%	nt	nt	-3%	4	4%	nt	nt	-2
41	CC(C)NC(=O)COC(=O)Cn1[nH]c(=O)c2ccccc2c1=O	2	3%	-2%	-1%	-8%	21	0%	-6	10%	14

One compound at a time (already shown):
CCSc1nnc(NC(=O)c2cccnc2)s1 is listed as Coupling enz = -16; A-T KAP1 phos = 9%; CXXC DNA block = 4%; MBNL1-CUG inh = 3%; a7 integrin act = 12%; hERG WT inh = 4; ASM inhibitor = 2%; TRPV1 ag = 4; GALK inhibitor = -2%; KCNH2 3.1 block = 4
Cn1c(Sc2ccccc2Cl)c(C=O)c2ccccc21 is listed as Coupling enz = 5; A-T KAP1 phos = ?; CXXC DNA block = -11%; MBNL1-CUG inh = 16%; a7 integrin act = -22%; hERG WT inh = 12; ASM inhibitor = 8%; TRPV1 ag = 8; GALK inhibitor = 3%; KCNH2 3.1 block = 1

Six compounds out of the list above, sorted by the number in ASM inhibitor, high to low:
nr	SMILES	CXXC DNA block	a7 integrin act	ASM inhibitor	TRPV1 ag	GALK inhibitor
40	COc1ccc(-c2c(C#CC(C)(C)O)c3ccccc3n2C)cc1	nt	-3%	4%	nt	nt
37	Nc1ccnn1Cc1cccnc1	-2%	2%	3%	1	-2%
33	Cc1ccc(NC(=O)CCCNC(=O)c2ccc(Cl)cc2)cc1S(=O)(=O)N1CCOCC1	nt	-5%	0%	0	nt
36	Cc1ccc(N/C=C(\C2OC(=O)c3ccccc32)[N+](=O)[O-])c(C)c1 (stereo not drawn)	-1%	0%	-4%	15	-2%
32	CCOc1cccc(C(=O)NC(=S)Nc2ccc(N3CCN(CC)CC3)cc2)c1	-2%	-22%	-7%	4	-1%
35	C=CCc1cc(C=O)cc(OC)c1OCc1ccc(Cl)cc1	-20%	1%	-13%	2	-1%
